miR122 inh – miR-122 inhibition in Huh7 cells; Huh7 miR-122 Renilla luciferase sensor, 48 h; neutral wells = 0, positive control = 100; activation (reporter increase), % at 12.5 µM; 340,000 compounds, 0.3% hits; AID 602342;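 active means mean replicate activation score at least 90 and every replicate individually at or above 90; inconclusive means only one of the two criteria met; inactive means neither criterion met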;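 further: higher luciferase means less miR-122 activity so hits act as miR-122 inhibitors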
SIRT5 block – inhibitors of human sirtuin-5 desuccinylase | Q9NXA8 | Purified SirT5, succinyl-peptide AMC, trypsin-coupled fluorescence | inhibition, % at 15 µM | AID 652115 | 330,000 compounds, 1.1% hits; in the data active means inhibition above about 15%; inconclusive means no clear call, values can overlap the other calls
Target sequence (Q9NXA8 whole entry, looked up): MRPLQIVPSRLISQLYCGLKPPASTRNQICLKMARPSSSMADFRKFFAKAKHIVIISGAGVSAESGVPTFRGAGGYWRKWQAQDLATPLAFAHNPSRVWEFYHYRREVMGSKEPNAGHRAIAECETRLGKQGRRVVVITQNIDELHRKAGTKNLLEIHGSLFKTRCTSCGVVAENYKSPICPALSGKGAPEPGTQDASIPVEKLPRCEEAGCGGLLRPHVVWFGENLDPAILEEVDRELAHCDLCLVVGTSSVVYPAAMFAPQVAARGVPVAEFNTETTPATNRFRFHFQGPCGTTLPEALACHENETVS
CASP6 VEID inh – caspase-6 (human) enzyme inhibition. P55212. purified caspase-6, Z-VEID-R110 cleavage fluorescence. inhibition, % at 12.5 µM. 350,000 compounds, 0.53% hits;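 active means mean inhibition across replicates at least about 35%, with every replicate also reaching that limit, limit read from the data; inconclusive means only one of the two criteria met; inactive means neither criterion met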;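 further: 0% = median of neutral control wells and 100% = no fluorescence left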
Target sequence (P55212 24-179 limits assumed): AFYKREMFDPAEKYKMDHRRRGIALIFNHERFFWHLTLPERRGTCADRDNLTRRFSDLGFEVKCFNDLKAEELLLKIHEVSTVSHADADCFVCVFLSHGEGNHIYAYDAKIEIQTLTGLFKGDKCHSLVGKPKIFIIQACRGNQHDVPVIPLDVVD
Target sequence (P55212 194-293 limits assumed): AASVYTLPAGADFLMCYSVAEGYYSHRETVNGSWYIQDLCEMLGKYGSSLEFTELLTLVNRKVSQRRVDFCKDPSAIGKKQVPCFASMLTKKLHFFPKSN
ERAP1 HTS inh – blocks human ERAP1 aminopeptidase activity; AID 652197; Q9NZ08; 340,000 compounds, 0.15% hits; recombinant ERAP1, Leu-AMC fluorescence, 60 min; inhibition, % at 10.7 µM;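 active means mean replicate inhibition of at least 30%, or all replicates individually reaching that 30% level; inactive means mean below 30% and not every replicate reaching it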;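 further: 0% = neutral control wells and 100% = L-leucinethiol positive control wells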
ERp5 inh – ERp5 (human) disulfide isomerase inhibition | Q15084 | ERp5 insulin aggregation, absorbance 650 nm, 90 min | 350,000 compounds, 0.05% hits | inhibition, % at 9.99 µM;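 active means mean replicate inhibition above about 25%, with every replicate also reaching it, limit read from the data, passing the limit was not always enough; inconclusive means only one of those two criteria met; inactive means neither criterion met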
Target sequence (Q15084 whole entry, looked up): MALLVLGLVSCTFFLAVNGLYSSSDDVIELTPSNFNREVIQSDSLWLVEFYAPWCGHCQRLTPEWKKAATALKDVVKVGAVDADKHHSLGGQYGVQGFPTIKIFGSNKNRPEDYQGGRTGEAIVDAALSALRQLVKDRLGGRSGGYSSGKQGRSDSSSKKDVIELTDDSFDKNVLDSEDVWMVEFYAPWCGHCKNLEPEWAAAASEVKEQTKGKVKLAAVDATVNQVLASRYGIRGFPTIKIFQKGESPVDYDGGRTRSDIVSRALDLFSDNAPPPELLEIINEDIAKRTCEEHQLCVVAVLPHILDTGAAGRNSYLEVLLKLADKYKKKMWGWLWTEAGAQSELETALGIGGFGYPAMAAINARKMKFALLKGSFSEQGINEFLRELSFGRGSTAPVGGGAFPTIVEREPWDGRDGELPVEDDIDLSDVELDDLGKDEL
CFTR F508del cor – correctors of CFTR F508del function in bronchial epithelial cells | CFBE cells, YFP halide quenching; stimulated with forskolin plus potentiator P3; % fluorescence drop versus neutral controls | activity (quench increase), % at 7.58 µM | 350,000 compounds, 0.36% hits;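 active means mean added fluorescence quench of at least 8% versus neutral control, with both replicates also reaching 8%; inconclusive means only one of the mean or replicate conditions met; inactive means mean below 8% and not both replicates reaching 8%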;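 further: cells transiently co-express mutant CFTR-F508del with the halide-sensitive YFP; corrector assay measuring rescue of mutant channel to the surface after 24 h compound exposure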
DENV2 CPE – inhibitors of DENV2 cytopathic effect | DENV2-infected cells, cytopathic effect rescue, plate reader | CPE inhibition, % at 9.99 µM | 350,000 compounds, 1.7% hits | AID 651640; in the data active means CPE inhibition above about 20%, passing the limit was not always enough; inconclusive means no clear call, values can overlap the other calls; tested in BHK-21 cells;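 further: 0% = median of neutral control wells and 100% = median of positive control wells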
* marks the source's active call; other numbers are inactive results; u = inconclusive; x = not tested or not shown; [ ] = another dose, or the depositor's remark.

miR122 inh	SIRT5 block	CASP6 VEID inh	ERAP1 HTS inh	ERp5 inh	CFTR F508del cor	DENV2 CPE	mol
30.0[16.7 µM]	6.0	0.7	0.4	2.0	-2.5	-5.8	CC(C)NC(=O)N1C[C@@H]2[C@H](c3ccccc31)[C@H](CO)N2C(=O)Nc1ccc(F)cc1
3.6[16.7 µM]	-0.4	-0.3	2.1	-0.7	-1.3	-5.2	O=C(NCC[C@@H]1CC[C@@H](NS(=O)(=O)c2cccc(F)c2)[C@@H](CO)O1)C1CCCC1
2.0[16.7 µM]	0.4	-1.2	1.2	-6.3	1.5	-3.3	O=C(C[C@H]1C[C@@H]2c3cc(NC(=O)NC4CCCC4)ccc3O[C@@H]2[C@@H](CO)O1)NCc1ccccc1F
-6.3	x	-4.3	-3.5	0.6	0.2	93.6*	CCCN1Cc2cccc(C(=O)Nc3ccc4c(c3)OCCO4)c2C1=O
-1.1	-2.8	-0.9	-1.3	3.2	5.0	-0.2	OCCC1CN(CC2CC2)CCN1Cc1ccc(F)c(F)c1 (configuration not stated)
-2.9[16.7 µM]	x	1.5	1.9	-1.8	1.7	0.4	C[C@@H]1CN([C@@H](C)CO)C(=O)c2cccc(NS(C)(=O)=O)c2O[C@@H]1CN(C)Cc1ccc(-c2ccccc2)cc1
x	-0.8	-189.5	-6.3	15.3	-1.9	-0.5	Cc1noc(C)c1NC(=O)NCC[C@@H]1CC[C@H](NC(=O)Nc2cccc(Cl)c2)[C@@H](CO)O1
x	-3.1	-3.4	4.5	3.7	1.6	14.8	COc1ccccc1NC(=O)COc1ccccc1C(=O)c1cnn(-c2ccccc2)c1
x	x	-1.2	-1.9	-2.0	0.3	-6.7	COc1ccc(CC(=O)Nc2ccccc2N2CCOCC2)cc1OC
x	11.8	x	x	3.9	2.7	-1.2	O=C(Nc1ccccc1F)N1CC(=O)N2[C@H](CO)[C@H](c3ccc(C#CC4CCCC4)cc3)[C@@H]2C1
3.9	-2.7	-1.5	0.8	8.6	1.2	1.2	CC(C)c1csc(CN2CCC(N3CCC(C(=O)N4CCOCC4)CC3)CC2)n1
-6.6	-4.4	6.6	2.9	2.3	-1.0	-3.6	CC(=O)N1CCN(Cc2nc3ccc(Cl)cc3n2CCO)CC1
-2.7	x	-1.5	3.8	-3.9	-0.2	-5.3	CC(=NO)C1CCC2C3CCC4=CC(=NO)CCC4(C)C3C(=O)CC12C (configuration not stated)
1.5	-3.5	-0.1	1.2	-4.9	-1.6	-0.4	CCN(CC(=O)NCC1CCCO1)S(=O)(=O)c1ccc2ccccc2c1 (configuration not stated)
x	-3.2	2.1	0.5	3.7	-1.8	-1.3	CN(CCOc1ccccc1)C(=O)c1ccc2c(c1)OCO2
2.9	-0.8	-0.5	-0.3	3.1	0.5	0.2	Cc1cc2nc(-c3ccc[nH]c3=O)n(Cc3ccc(F)cc3)c2cc1C
-17.3[16.7 µM]	14.9	-0.8	0.8	-1.7	-2.3	-3.6	O=C(C1CCCC1)N1CCCCN2[C@H](CO)[C@H](c3ccc(-c4cccc(F)c4)cc3)[C@@H]2C1
10.6	31.7*	-2.2	-2.1	-3.3	3.8	-9.2	COc1cc(CCCN2C(=S)NC[C@H]2Cc2ccc(O)cc2)cc(OC)c1OC
10.6[16.7 µM]	-2.5	-0.6	4.9	-3.4	0.4	16.1	CCCN(C)C[C@H]1OCCCC[C@@H](C)Oc2ccc(NS(=O)(=O)c3cn(C)cn3)cc2C(=O)N([C@H](C)CO)C[C@@H]1C
x	-2.0	0.2	1.0	0.7	-0.2	4.8	CO[C@H](CN(C)C(=O)c1ccccc1F)[C@H](C)CN([C@@H](C)CO)S(=O)(=O)c1ccccc1
x	-2.1	-1.0	0.5	-6.7	-0.7	-3.6	CC1CCN(S(=O)(=O)c2ccc(NC(=O)[C@@H]3CCCN3C(=O)c3cccs3)cc2)CC1
-4.1	-3.2	3.0	1.3	1.1	1.8	x	Cc1c(Cl)cccc1NC(=O)CC(NCCN1CCOCC1)C(=O)O (configuration not stated)
4.7	-0.4	2.5	1.9	-5.5	-3.0	1.5	Cn1c(N)c(C(=O)COC(=O)C2CCN(S(=O)(=O)c3cccs3)CC2)c(=O)n(C)c1=O
x	-2.3	-1.2	-4.2	-8.0	-1.7	-0.2	C[C@@H]1CN([C@H](C)CO)C(=O)c2ccccc2-c2ccccc2CO[C@@H]1CN(C)S(C)(=O)=O
6.7	-1.4	-0.6	0.4	3.8	0.3	-2.2	O=C(NC1CCCCC1)C(c1ccc(F)cc1)N(Cc1ccco1)C(=O)c1ccccn1 (configuration not stated)
22.8	-1.9	3.0	-1.6	-24.3	-0.2	-10.9	Cc1ccccc1/C(=N\S(=O)(=O)c1ccc(Br)cc1)Nc1ccccc1
39.2	5.5	1.3	-1.4	1.3	2.0	0.7	COc1ccc(C(=O)/C=C/Nc2ccc(S(=O)(=O)Nc3nc(C)cc(C)n3)cc2)c(OC)c1
-4.8[16.7 µM]	-0.8	-1.7	1.7	1.9	-0.8	3.9	C[C@H]1CN([C@@H](C)CO)C(=O)c2cc(C#CCN(C)C)cnc2O[C@@H]1CN(C)Cc1ccncc1
9.2[16.7 µM]	-5.4	-0.7	2.4	2.7	0.9	-4.1	C[C@H](CO)N1C[C@H](C)[C@@H](CN(C)Cc2ccncc2)Oc2ncc(-c3cncnc3)cc2C1=O
-24.4[16.7 µM]	8.6	-3.6	2.5	-3.6	3.2	6.0	COc1cccc(S(=O)(=O)N2CCCCN3[C@@H](CO)[C@@H](c4ccc(C#CC(C)C)cc4)[C@@H]3C2)c1
0.6	3.6	-0.9	0.1	7.7	-1.9	3.0	N#Cc1ccc(CN2CCN(c3ccc(S(=O)(=O)N4CCCC4)cn3)CC2)cc1
x	-4.2	-1.0	-1.4	-3.6	-1.2	-3.4	CC1CCCCN1C(=O)/C=C/c1ccccc1[N+](=O)[O-] (configuration not stated)
3.5[16.7 µM]	-24.3	-2.2	-3.5	-1.4	-0.4	0.2	C[C@@H]1CN([C@H](C)CO)C(=O)Cc2cc(N(C)C)ccc2O[C@@H]1CN(C)S(C)(=O)=O
x	x	-4.1	-0.7	-0.3	-1.5	-7.2	CCOc1cc(OCC)cc(C(=O)N2CCC[C@@H]2C(=O)N2CCC[C@H]2C(=O)NCc2ccccc2)c1
3.0	-0.2	-3.4	x	19.8	-1.0	-10.2	COc1ccc(/C=N/NC(=O)c2ccn[nH]2)cc1Cn1nc(C)c([N+](=O)[O-])c1C
x	0.1	0.4	-1.9	0.0	-1.4	12.8	COc1cccc(C(=O)Nc2cccc(OCC(=O)c3ccccc3)c2)c1
-0.3	-3.0	-8.2	-1.0	0.8	0.5	21.3*	CC(=O)N/C(=C\c1ccccc1)C(=O)OCC(=O)NC1CCCC1
x	-6.7	2.3	0.1	-1.2	5.0	u	COc1cc(C(=O)OCCCc2cc3ccccc3c(=O)o2)cc(OC)c1OC
-8.3	-0.2	0.2	1.9	-4.3	-1.9	-2.1	CCOC(=O)c1ccc(N2C(=O)C(CC(N)=O)N(NC(=O)c3cccc(F)c3)C2=S)cc1 (configuration not stated)
x	0.6	2.8	4.1	-0.2	1.7	u	O=C(Nc1ccc(F)cc1)N1CC(=O)N2[C@H](C1)[C@H](c1ccc(C#Cc3ccc(F)cc3)cc1)[C@@H]2CO
5.5	-0.5	-11.4	1.8	-10.5	-1.4	-1.6	Cc1cccc(C)c1NC(=O)CNC(=O)C1COc2ccccc2O1 (configuration not stated)
x	1.9	1.4	-1.8	2.4	4.4	34.3*	Cc1ccc(S(=O)(=O)N[C@H]2CC[C@@H](CCn3cc(-c4cccc(F)c4)nn3)O[C@H]2CO)cc1
-5.5	-3.4	-0.4	4.3	x	-0.3	1.0	Cc1ccc(OCC(=O)Oc2ccccc2[N+](=O)[O-])cc1
x	x	3.6	-2.1	0.9	0.9	-15.0	CN1CCCCC(NC(=O)c2ccc(F)c(F)c2)C1=O (configuration not stated)
x	5.2	-0.2	0.2	2.2	x	2.4	CC=Cc1ccc2n(c1=O)C[C@@H]1[C@@H](CO)[C@H](C(=O)NC3Cc4ccccc4C3)N(CC)[C@H]21 (mixture of isomers)
51.5	-2.9	-1.1	0.0	1.6	-1.7	-4.3	CC(C)NS(=O)(=O)c1ccc(OCC(=O)Nc2ccc(F)cc2F)cc1
x	-0.6	1.6	1.5	7.2	-0.3	-4.9	Cc1cc(C(=O)Nc2nc(-c3ccccn3)cs2)ccc1[N+](=O)[O-]
-0.6	x	-2.5	-0.8	-0.3	-0.1	2.9	O=Cc1cc(CCC(=O)O)ccc1O
-30.0[16.7 µM]	-0.1	0.5	-1.5	1.7	-0.5	-0.3	O=C(C1CCCC1)N1C[C@@H]2[C@H](c3ccccc31)[C@H](CO)N2C(=O)Cc1ccccn1
121.4*	-3.7	1.7	-11.4	2.6	x	x	Cc1ccc(S(=O)(=O)c2c(N)n(Cc3ccco3)c3nc4ccccc4nc23)cc1
5.2	0.2	-2.6	-1.3	6.6	-0.6	-12.5	COc1ccc(C2=NS(=O)(=O)N(C)C(C(=O)NC3CCCC3)=C2)cc1
x	0.4	3.7	0.2	0.9	0.3	2.8	O=C(NC1CCCCC1)N1CC(=O)N2[C@H](C1)[C@H](c1ccc(-c3cccc(F)c3)cc1)[C@@H]2CO
1.3	1.8	11.3	-0.3	-12.1	-1.9	-2.7	CC1CCCC(C)N1C(=O)COC(=O)/C=C/c1ccc(Br)o1 (configuration not stated)
-2.7[16.7 µM]	-1.2	-13.1	-3.0	-0.5	-2.0	-5.8	OC[C@H]1[C@@H](c2ccc(-c3ccccc3)cc2)[C@@H]2CN(CCC(F)(F)F)CCCCN12
6.6	-5.0	-4.6	3.3	3.9	-1.0	3.9	Cc1[nH]c(=O)[nH]c(=O)c1S(=O)(=O)N1CCC(C(=O)NC(C)c2ccccc2)CC1 (configuration not stated)
-4.9	-5.6	-0.9	0.5	-3.4	-0.1	-8.0	Cc1ccc(C)c(NC(=O)COC(=O)c2ccc[n+]([O-])c2)c1

Single values from above:
CC(=O)N/C(=C\c1ccccc1)C(=O)OCC(=O)NC1CCCC1 in DENV2 CPE → 21.3*
CCOC(=O)c1ccc(N2C(=O)C(CC(N)=O)N(NC(=O)c3cccc(F)c3)C2=S)cc1 (configuration not stated) in ERAP1 HTS inh → 1.9
CC=Cc1ccc2n(c1=O)C[C@@H]1[C@@H](CO)[C@H](C(=O)NC3Cc4ccccc4C3)N(CC)[C@H]21 (mixture of isomers) in SIRT5 block → 5.2
COc1cc(C(=O)OCCCc2cc3ccccc3c(=O)o2)cc(OC)c1OC in SIRT5 block → -6.7
N#Cc1ccc(CN2CCN(c3ccc(S(=O)(=O)N4CCCC4)cn3)CC2)cc1 in miR122 inh → 0.6

Whole records, looked up by structure.
N#Cc1ccc(CN2CCN(c3ccc(S(=O)(=O)N4CCCC4)cn3)CC2)cc1 reads miR122 inh: 0.6; SIRT5 block: 3.6; CASP6 VEID inh: -0.9; ERAP1 HTS inh: 0.1; ERp5 inh: 7.7; CFTR F508del cor: -1.9; DENV2 CPE: 3.0
Cc1ccc(C)c(NC(=O)COC(=O)c2ccc[n+]([O-])c2)c1 reads miR122 inh: -4.9; SIRT5 block: -5.6; CASP6 VEID inh: -0.9; ERAP1 HTS inh: 0.5; ERp5 inh: -3.4; CFTR F508del cor: -0.1; DENV2 CPE: -8.0

Screening data from PubChem BioAssay.
